KOR beta-arrestin-1 – KOR antagonists, beta-arrestin recruitment, cell-based, luminescence, uHTS (AID 1778); KOR beta-arrestin recruitment, luminescence, antagonist mode; higher % means a stronger effect; inhibition, % at 10 µM; hits with a dose series show IC50 in µM; actives 0.091% (n = 290,000); also: strong numbers were not always called active
Myeloid diff 2 – promotes myeloid progenitor differentiation; ER-HoxA9 myeloid progenitors, lysozyme-GFP differentiation, flow cytometry; calls only at 10 µM; actives 1% (n = 360,000);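 active = normalized GFP-positive differentiation at or above the plate's own cutoff, the solvent-only control mean plus 3 SD; inconclusive = no clear call, values can overlap the other calls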;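 also: cells exposed to compound for four days before flow analysis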
T cell HTS – T cell immune modulators affecting CD8 T cell-vesicle binding; 2C CD8+ T cell-vesicle binding, flow cytometry; active compounds read low; calls only at 7 µM; actives 0.068% (n = 330,000);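 active = response, share of CD8 T cells binding vesicles, and their 90th percentile fluorescence all below set limits, cut at about 80% in these data, passing the limit was not always enough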
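Material: 2C TCR transgenic mouse naive CD8+ T cells, MACS-purified. Also added: QL9-charged Drosophila Ld/ICAM-1/B7-1 vesicles. Timing: binding 1.5 h at 37 °C. Measured by: high-throughput flow cytometry with anti-B7-1 and anti-CD8 staining. Read-out: percent CD8+ FL2 mean versus row control. Controls: Unloaded micro-vesicles (low), QL9 vesicles with 0.7% DMSO (high).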
GPR55 beta-arrestin – GPR55 agonists via beta-arrestin recruitment, primary screen, imaging, U2OS cells, beta-arrestin-GFP redistribution (AID 1961). U2OS GPR55 beta-arrestin-GFP redistribution imaging; higher % means a stronger effect. one-dose activation, % at 10 µM; EC50 in µM for titrated hits. actives 0.048% (n = 290,000);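 active = activation above 40% with more than 50 cells counted in the well; inconclusive = wells holding fewer than 50 cells, flagged as toxic or sparse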;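 also: U2OS osteosarcoma cells stably expressing GPR55 and beta-arrestin-GFP; plate controls were DMSO negative control for no effect and LPI positive control for full effect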
NOD1 inhibition – inhibition of NOD1-driven NF-kB reporter – cell-based, luminescence, uHTS, primary screen (AID 1578) | NOD1-driven NF-kB luciferase reporter cells, luminescence; higher % means a stronger effect | inhibition, % at 4 µM; hits with a dose series show EC50 in µM | actives 1% (n = 290,000); in the data active = inhibition mostly above about 36%, no sharp cut-off; inactive = mostly below about 34%;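 also: HEK-293T reporter cells stimulated with the NOD1 agonist gamma-tri-DAP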
KOR beta-arrestin-2 – kappa opioid receptor activators – cell-based, luminescence, uHTS, primary screen (AID 1777). actives 0.02% (n = 280,000). one-dose activation, % at 10 µM; EC50 in µM for titrated hits. KOR beta-arrestin recruitment, luminescence; higher % means a stronger effect; in the data active = activation above about 50%, passing the limit was not always enough; also: a part of the inactive calls stands beside numbers as strong as those of hits
GPR55 antagonists – inhibition of LPI-stimulated GPR55 beta-arrestin translocation – imaging, U2OS, beta-arrestin-GFP, LPI agonist, primary screen (AID 2013). U2OS GPR55 beta-arrestin-GFP translocation imaging, LPI antagonism; higher % means a stronger effect. one-dose inhibition, % at 10 µM; IC50 in µM for titrated hits. actives 0.13% (n = 290,000);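 active = spots per cell inhibited over 60%, with over 100 cells counted and total cytoplasm intensity under 500,000; inconclusive = wells with under 100 cells, flagged as likely toxic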;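 also: U2OS cells stably carrying GPR55 and arrestin-GFP stimulated by 5 µM LPI near EC80; imaged beta-arrestin-GFP aggregate spots per cell after agonist stimulation; plate controls were LPI-stimulated DMSO wells for no effect and DMSO wells without LPI for full effect; some results filed as inactive read as strong as hits; confirmed hits need IC50 under 10 µM and bright autofluorescent wells are also inconclusive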
NOD2 inhibition – NOD2 signaling inhibitors, cell-based, luminescence, uHTS, HEK293 (AID 1566); HEK293 NOD2/NF-kB luciferase reporter, luminescence; higher % means a stronger effect; inhibition, % at 4 µM; hits with a dose series show EC50 in µM; actives 0.63% (n = 290,000); also: many of its hits are not listed in these tables
NTR1 agonist – agonists of NTR1, primary screen, imaging, U2OS cells, beta-arrestin-GFP, high content (AID 493036); P30989; NTR1-U2OS beta-arrestin-GFP spot imaging, agonist mode; activation, % at 20 µM; actives 0.17% (n = 330,000);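 active = activation at or above 40% of the spot to cytoplasm intensity ratio, with at least 20 cells analyzed; inconclusive = wells under 20 cells, flagged as cytotoxic or low count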;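 also: 0% = DMSO without peptide and 100% = 100 nM NTR1 peptide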
Target sequence (P30989 whole entry, looked up): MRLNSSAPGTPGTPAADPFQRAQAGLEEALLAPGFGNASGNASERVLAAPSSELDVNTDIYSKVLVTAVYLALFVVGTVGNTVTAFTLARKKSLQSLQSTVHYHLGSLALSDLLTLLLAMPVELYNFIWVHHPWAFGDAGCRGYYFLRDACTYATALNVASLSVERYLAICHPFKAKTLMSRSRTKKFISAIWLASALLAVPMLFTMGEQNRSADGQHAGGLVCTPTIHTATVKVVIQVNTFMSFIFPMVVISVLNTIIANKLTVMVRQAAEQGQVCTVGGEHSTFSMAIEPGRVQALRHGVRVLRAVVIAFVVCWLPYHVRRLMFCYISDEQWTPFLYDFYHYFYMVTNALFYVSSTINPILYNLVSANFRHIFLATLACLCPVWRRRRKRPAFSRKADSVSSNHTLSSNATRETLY
T cell HTS vesicle-bound % – recorded beside T cell HTS, whose call it bears; double positive events, %; measured here: CD8+ vesicle-bound cell fraction;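 binding gate set so that unloaded-vesicle control wells show 10% double positive cells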
NTR1 agonist cell count 20 µM – further read-out of NTR1 agonist, marked with its call; cell count; measured here: cell count, cytotoxicity flag
Myeloid diff 2 GFP+ MAC1+ % – further read-out of Myeloid diff 2, marked with its call; GFP+ MAC1+ double positive, %; measured here: differentiation confirmed by MAC1 staining
Active calls of the source: *; i = inactive; ? = inconclusive; / = not tested or not shown; + = active, no number; [ ] = another dose, or the depositor's remark. Rule as the data show it, unless noted: active = inhibition above about 50%; inactive = the rest. This is a subset. The share of hits here may be higher or lower than overall.

SMILES	KOR beta-arrestin-1	Myeloid diff 2	Myeloid diff 2 GFP+ MAC1+ %	T cell HTS	T cell HTS vesicle-bound %	GPR55 beta-arrestin	NOD1 inhibition	KOR beta-arrestin-2	GPR55 antagonists	NOD2 inhibition	NTR1 agonist	NTR1 agonist cell count 20 µM
CC(C)CNC(=O)c1cccc(Cn2cc(Cl)cn2)c1	-7.5%	/	/	i	52.0	0.4%	-18.6%	-2.8%	-0.1%	2.9%	0.7	37
Cc1cc(-n2[nH]c(C)c(C)c2=O)nc(-c2ccccc2O)n1	23.8%	i	0.7	i	4.9	-0.2%	-8.4%	2.0%	4.8%	-0.8%	-0.4	43
COC(=O)CSc1nnc(CNC(=O)c2ccccc2OC)n1C	-2.8%	i	2.5	i	49.6	-0.1%	10.9%	-3.3%	7.5%	9.3%	-0.8	70
CCCC(c1nnnn1CCOC)N1CCN(Cc2ccccc2)CC1 (stereo unspecified)	-7.3%	i	0.8	i	39.2	0.4%	-21.8%	30.1%	2.2%	7.4%	4.3	56
NC(=O)CC(NC(=O)Cc1ccc(Br)cc1)c1ccc(NCc2ccccn2)c([N+](=O)[O-])c1 (stereo unspecified)	13.8%	i	1.2	i	17.2	-0.1%	1.6%	-0.4%	-0.4%	13.5%	1.0	100
CC(C)(C)NC(=O)CSc1nc(N)c(-c2ccccc2)c(=O)[nH]1	18.9%[20 µM]	i	0.1	i	24.1	-0.3%	-14.5%	-8.1%	10.5%	6.7%	-0.6	48
COc1ccc(NC(=O)CSc2ncnc3sc(C)cc23)cc1	-35.4%	i	0.3	i	20.4	-0.1%	-5.8%	7.0%	6.9%	10.8%	1.2	51
NS(=O)(=O)c1ccc(CNC(=O)c2cc(=O)c3ccccc3o2)cc1	-5.7%	i	0.7	i	49.8	-0.1%	-2.7%	-3.1%	3.0%	2.6%	-2.1	91
COc1ccccc1CNC(=O)CCCNC(=O)Cn1cnc2sc(C)c(C)c2c1=O	-11.8%	i	1.1	i	57.3	-0.2%	-25.1%	1.4%	6.8%	2.9%	0.3	56
CCCNC(=O)CSc1nc2ccccc2c(=O)n1CCC	16.5%	i	0.3	i	15.8	0.2%	2.8%	-7.5%	8.2%	8.5%	-1.2	30
CCn1cc(C(=O)N[C@H](C(=O)NCCCN2CCOCC2)C(C)C)c(=O)c2cc3c(cc21)OCO3	-36.6%	i	3.6	i	32.3	-0.1%	-22.7%	3.1%	6.0%	18.7%	-0.3	53
Cc1ccc(-c2noc(CCC(=O)Nc3ccc(C)cn3)n2)cc1	-58.0%	i	1.0	i	24.1	-0.3%	-2.2%	12.3%	3.5%	-28.4%	0.3	74
Cc1ccc(S(=O)(=O)CCC(=O)NCc2ccco2)cc1	-28.8%	i	2.2	i	38.5	0.2%	4.0%	2.1%	7.4%	16.3%	-4.9	79
CC1CCN(C(=O)C(Cc2ccccc2)NS(=O)(=O)c2ccc3c(c2)oc(=O)n3C)CC1 (stereo unspecified)	-6.3%	i	1.8	i	43.1	-0.1%	-22.6%	4.3%	-2.5%	-0.2%	-0.8	83
N#CCOc1nc(N2CCOCC2)nc(N2CCOCC2)n1	-9.2%	i	0.7	i	40.3	-0.1%	-13.7%	1.4%	0.0%	-4.9%	2.5	66
CCN(CC)S(=O)(=O)c1cc(C(=O)Nc2cccnc2)ccc1Cl	37.0%	i	3.2	i	16.3	0.0%	14.3%	-2.4%	-14.5%	2.6%	0.3	81
COc1cc2ncnc(NCc3ccc(Cl)cc3)c2cc1OC	-17.2%[20 µM]	i	0.2	i	25.5	-0.1%	-14.9%	-5.3%	-3.8%	6.8%	0.9	35
CC(C)c1c(C(=O)N/N=C/c2ccc(OCc3ccccc3)cc2)nnn1-c1nonc1N	-54.2%	i	0.9	i	1.8	-0.1%	-1.6%	9.2%	4.3%	-13.7%	10.9	66
CS(=O)(=O)N1CCC(C(=O)N2CCN(c3ccc(F)cc3)CC2)CC1	-33.5%[20 µM]	i	0.6	i	30.1	-0.1%	-32.5%	/	-10.0%	8.0%	0.4	67
O=[N+]([O-])c1ccc(S(=O)(=O)NCC2CCCO2)cc1 (stereo unspecified)	20.8%	i	0.5	i	5.5	-0.2%	-14.5%	1.9%	13.5%	10.4%	1.4	49
Cc1cc(C)cc(OCC(=O)Nc2cccc(C(=O)O)c2)c1	7.1%	i	0.9	i	12.5	-0.1%	-25.5%	-7.1%	-0.5%	-19.8%	2.1	60
COCCCn1c(SCC(=O)Nc2ccc(C(C)=O)cc2)nc2ccccc2c1=O	2.7%	i	1.1	i	41.5	-0.1%	-25.3%	-6.4%	3.0%	-13.8%	2.1	68
C#CCOCCOCCOCCNc1nc(N2CCN(C(=O)[C@H](CCC(=O)O)n3cc(C(N)CC(C)C)nn3)CC2)nc(N2CCN(C(=O)[C@H](Cc3cc4ccccc4[nH]3)n3cc(C(N)[C@H](C)CC)nn3)CC2)n1 (stereo partly specified)	-10.0%	i	1.9	i	35.5	0.1%	-16.1%	1.0%	6.7%	-10.9%	1.3	48
COc1cc(/C=C2/C(=N)N3N=C(CC(=O)N4CCOCC4)SC3=NC2=O)ccc1OCc1ccc(F)cc1	-26.8%	i	1.9	i	3.5	-0.1%	-19.9%	4.0%	1.2%	-10.7%	-0.3	55
CC(=O)NS(=O)(=O)c1ccc(NC(=S)NC(=O)C(C)(C)C)cc1	-68.4%	i	0.7	i	53.6	-0.1%	25.3%	8.2%	-1.6%	-17.0%	-0.7	71
CC(=O)Nc1ncnc2c1c(-c1ccc(Cl)cc1)nn2C(C)(C)C	4.8%[20 µM]	?	/	i	31.6	-0.1%	39.6%	-0.7%	-13.0%	-116.7%	-0.6	39
Cc1ccc(-n2nc(C)c3c(C)c(CCC(=O)NCc4ccco4)c(C)nc32)cc1	-22.3%	i	2.1	i	44.7	-0.1%	-19.6%	13.0%	6.1%	13.2%	1.0	48
COC(=O)c1ccc2c(=O)n(CC3CCCO3)c(SCC(=O)Nc3ccccc3OC)nc2c1 (stereo unspecified)	7.4%	i	2.2	i	43.5	0.4%	-16.1%	0.5%	15.0%	3.5%	2.9	81
O=C(COc1ccccc1)Nc1cc(Cl)ccc1Cl	-33.5%[20 µM]	i	0.6	i	49.0	-0.4%	-6.0%	2.9%	-2.2%	-9.4%	2.9	51
CCNC(=O)/C(C#N)=C/c1c(N2CCCCCC2)nc2c(C)cccn2c1=O	0.2%	/	/	i	47.9	-0.1%	-0.9%	-6.4%	2.2%	12.7%	0.8	61
CCC(C)[C@H]1COCCS(=O)(=O)N1Cc1ccccc1F (stereo partly specified)	-33.2%[20 µM]	i	0.5	i	16.8	-0.2%	-8.6%	-2.9%	11.0%	-7.9%	1.4	37
CCc1cccc(NC(=O)CCc2c(C)nn(-c3ccc(N4CCOCC4)nn3)c2C)c1	-4.9%	i	2.6	i	13.8	-0.2%	-3.0%	1.6%	-12.2%	12.6%	0.5	68
Cc1ccc(S(=O)(=O)NCC(=O)OCC(=O)c2ccc(Br)s2)cc1	-23.9%	i	0.6	i	51.5	-0.1%	-16.3%	2.4%	1.5%	-2.2%	-1.9	79
COc1ccc(NC(=O)CSc2nc3ccccc3c(=O)n2CCC(=O)N2CCCCC2)cc1	-18.1%	i	2.1	i	37.0	0.1%	13.2%	1.2%	17.2%	8.8%	-0.2	69
Cn1c(=O)c2c(SCC(=O)N3CCOCC3)nc(-c3ccccc3F)nc2n(C)c1=O	-19.8%	i	2.0	i	32.0	0.6%	-19.3%	2.2%	-3.2%	26.1%	1.0	64
O=C(N/N=C/c1ccc(Br)s1)c1ccncc1	10.2%	i	0.4	i	17.1	-0.2%	-31.9%	-7.2%	10.9%	8.6%	1.3	54
NC(=O)C1CCCN(CC(O)COCc2ccc(Cl)cc2)C1 (stereo unspecified)	21.8%	i	0.4	i	50.9	0.3%	9.7%	-5.1%	-11.4%	8.0%	0.5	109
O=C(c1ccc(F)cc1)C1CCN(C(=S)Nc2ccccc2)CC1	-19.3%	i	1.1	i	51.8	0.0%	13.7%	0.5%	7.5%	17.7%	0.9	51
Cc1ccc(NC(=O)Cn2nnc(C(=O)NCc3ccc4c(c3)OCO4)c2N)cc1	-18.9%	?	/	i	12.3	-0.2%	-16.9%	-0.9%	13.2%	-7.2%	-0.3	54
COc1cccc(-n2nnc3c(=O)n(CC(=O)OCc4ccccc4)cnc32)c1	14.5%	i	8.6	/	/	2.6%	-16.9%	6.5%	10.5%	4.0%	0.2	41
CNC(=O)c1[nH]nc2c1CCc1ccccc1-2	30.0%	i	0.4	i	56.0	-0.2%	-9.7%	-3.3%	-8.3%	-4.5%	0.0	85
CCC1C(=O)N=C(SCC(=O)Nc2ccc(C(=O)OC)cc2)NC1=O (stereo unspecified)	-34.9%	i	0.8	i	28.4	0.0%	-2.0%	-0.5%	-2.2%	15.8%	-0.9	97
COc1ccc(CCNC(=O)c2nn(C)cc2Cl)cc1	8.8%	+	14.1*	i	19.0	-0.3%	-14.9%	-4.6%	-3.5%	1.7%	-0.5	47
Cc1cc(C)c(NC(=O)CS(=O)CC(=O)NC2CCCc3ccccc32)c(C)c1 (stereo unspecified)	-9.2%	i	0.9	i	14.3	-0.1%	-11.0%	-4.0%	6.9%	14.5%	1.6	79
CCOC(=O)Cc1csc(NC(=O)CSc2nc(N)c3c(C)c(C)sc3n2)n1	-20.7%	i	1.0	i	37.2	-0.1%	10.5%	2.3%	-3.8%	29.8%	1.0	85
Cc1cc(=O)n2[nH]cc(C(=O)O)c2n1	9.2%	i	0.8	i	42.9	0.5%	-27.2%	-5.6%	-15.5%	2.6%	0.5	50
CCOc1ccc(-n2nnnc2SCC(=O)Nc2cccc(O)c2)cc1	13.2%	i	0.4	i	67.4	1.5%	-3.0%	6.9%	-10.0%	10.2%	0.3	62
O=C(Nc1ccc(Oc2cccc(C(F)(F)F)c2)nc1)c1ccccc1	12.8%	i	0.3	i	18.0	-0.1%	10.3%	11.7%	1.0%	19.7%	0.7	61
c1ccc2oc(NC3=NCN(C4CCCCC4)CN3)nc2c1	2.8%	i	0.7	i	39.7	0.0%	-13.5%	4.1%	0.7%	-87.2%	2.6	48

Compound activity deposited in PubChem BioAssay by several laboratories.
